MC4R antag cAMP: human MC4R antagonism in cAMP assay; P32245; actives 0.48% (n = 360,000); inhibition, % at 6.5 µM; MC4R-expressing cells, MTII-stimulated cAMP, LANCE TR-FRET;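 active = inhibition above its plate's cutoff, the mean of tested wells on that plate plus 3 SD, cut at about 29% in these data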;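 note: 0% = Melanotan II alone and 100% = Melanotan II plus saturating MCL0020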
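Test system: U2OS cells stably expressing human melanocortin 4 receptor (MC4R); also added: Melanotan II challenge; compound: 6.5 µM single dose; timing: 30-min compound preincubation, 1-h Melanotan II challenge, 1-h detection, room temperature; signal: Eu-cAMP/anti-cAMP TR-FRET, emission 671 nm; repeats: one well per compound, no replicates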
NOD2 RIPK2 PPI: blocks binding of human NOD2 to RIPK2 | CHO BLA complementation NOD2-RIPK2, CCF4 ratio | inhibition, % at 4.98 µM | actives 0.38% (n = 360,000) | AID 624267; in the data active = inhibition above about 21%;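 note: 0% = vehicle only and 100% = reference blocker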
LMP1 NFkB inh: inhibitors of Epstein-Barr LMP1-induced NF-kappaB reporter; actives 0.69% (n = 350,000); inhibition, % at 12.5 µM; LMP1-induced NF-kappaB luciferase reporter cells, luminescence; in the data active = inhibition above about 41%;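 note: 0% = neutral control wells and 100% = reference inhibitor control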
SRC2 inh: inhibits human steroid receptor coactivator 2; inhibition, % at 9 µM; actives 0.17% (n = 370,000); AID 651957; HEK293 GAL4-SRC2 luciferase reporter, luminescence;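 active = inhibition above the mean inhibition of all tested compounds plus 3 SD, set per campaign, cut at about 52% in these data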;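 note: 0% = DMSO treated cells and 100% = cells given Gossypol at 36 µM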
NR2F2 inh: NR2F2 (human) inhibition, primary screen; HEK293T NGFI-A luciferase reporter, luminescence; inhibition, % at 8.6 µM; actives 0.7% (n = 370,000);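 active = inhibition above a per-plate cutoff, mean inhibition of test wells between control levels plus 3 SD, cut at about 38% in these data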;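 note: cells cotransfected with COUP-TFII expression vector driving the NGFI-A reporter; 0% = median of COUP-TF2 test wells and 100% = reporter-only cells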
SRC1 inh: human NCOA1 inhibition. HEK293 GAL4-SRC1 luciferase reporter, luminescence. inhibition, % at 3.6 µM. actives 0.12% (n = 360,000);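 active = inhibition above the campaign mean plus 3 SD, with each screening campaign given its own cutoff, cut at about 60% in these data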;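 note: 0% = DMSO treated cells and 100% = gossypol at 36 µM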
SRC3 inh: human NCOA3 inhibition. HEK293 GAL4-SRC3 luciferase reporter, luminescence. inhibition, % at 3.6 µM. actives 0.17% (n = 360,000). AID 588352;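 active = inhibition above a per-campaign cutoff, the mean of all compounds plus 3 SD, cut at about 60% in these data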;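 note: 0% = DMSO-treated cells and 100% = gossypol-treated cells at 36 µM; higher means less SRC3-driven luciferase light from the GAL4 reporter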
TLR9-MyD88 inh: blocks human TLR9 binding to MyD88 | CHO BLA complementation TLR9-MyD88, CCF4 FRET ratio | actives 0.21% (n = 340,000) | AID 504734 | inhibition, % at 4.98 µM;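 active = inhibition above the mean over all tested compounds plus 3 SD, cut at about 21% in these data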;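 note: 0% = DMSO only wells and 100% = clavulanate BLA inhibitor control wells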
Target sequence (Q99836 whole entry, looked up): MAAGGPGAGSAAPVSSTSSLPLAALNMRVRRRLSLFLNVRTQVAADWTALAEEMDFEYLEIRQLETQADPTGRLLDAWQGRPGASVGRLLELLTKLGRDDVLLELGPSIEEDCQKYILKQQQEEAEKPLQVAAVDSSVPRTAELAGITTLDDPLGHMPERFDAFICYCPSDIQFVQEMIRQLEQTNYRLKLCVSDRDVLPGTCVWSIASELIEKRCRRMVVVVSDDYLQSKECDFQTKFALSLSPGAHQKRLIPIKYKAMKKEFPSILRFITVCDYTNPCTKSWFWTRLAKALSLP
Target sequence (Q9NR96 whole entry, looked up): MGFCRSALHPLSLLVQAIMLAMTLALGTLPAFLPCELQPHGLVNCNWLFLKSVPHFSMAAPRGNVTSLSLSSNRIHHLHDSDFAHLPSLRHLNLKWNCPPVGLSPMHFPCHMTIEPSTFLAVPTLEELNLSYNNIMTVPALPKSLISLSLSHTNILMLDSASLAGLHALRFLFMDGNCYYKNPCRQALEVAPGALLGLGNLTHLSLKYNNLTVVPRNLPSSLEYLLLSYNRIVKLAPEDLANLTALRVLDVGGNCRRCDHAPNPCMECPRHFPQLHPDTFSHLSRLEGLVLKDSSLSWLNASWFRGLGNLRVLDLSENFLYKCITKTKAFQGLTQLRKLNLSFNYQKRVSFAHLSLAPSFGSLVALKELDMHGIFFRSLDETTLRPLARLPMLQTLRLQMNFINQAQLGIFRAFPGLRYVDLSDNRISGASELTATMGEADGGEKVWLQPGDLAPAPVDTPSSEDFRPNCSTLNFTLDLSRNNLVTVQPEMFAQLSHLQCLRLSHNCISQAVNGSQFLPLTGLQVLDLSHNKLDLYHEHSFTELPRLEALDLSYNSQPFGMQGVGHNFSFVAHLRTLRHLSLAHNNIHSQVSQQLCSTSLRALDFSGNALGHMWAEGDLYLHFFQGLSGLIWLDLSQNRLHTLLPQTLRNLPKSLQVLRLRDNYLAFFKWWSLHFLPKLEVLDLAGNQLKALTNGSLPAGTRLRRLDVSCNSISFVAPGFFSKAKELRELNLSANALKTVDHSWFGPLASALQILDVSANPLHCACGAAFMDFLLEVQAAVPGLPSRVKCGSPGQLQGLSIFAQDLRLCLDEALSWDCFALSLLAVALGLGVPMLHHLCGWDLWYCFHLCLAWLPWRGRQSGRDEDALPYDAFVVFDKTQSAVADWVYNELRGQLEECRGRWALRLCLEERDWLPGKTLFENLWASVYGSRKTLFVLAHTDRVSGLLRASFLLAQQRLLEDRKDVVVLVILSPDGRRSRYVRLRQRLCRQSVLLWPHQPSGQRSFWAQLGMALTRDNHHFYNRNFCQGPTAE
LRH-1 inv ag: inverse agonists of human LRH-1 (NR5A2); O00482; HEK293T StAR-luciferase reporter, LRH-1 transfected, 24 h; inhibition, % at 3.6 µM; actives 0.13% (n = 360,000); AID 602396;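 active = inhibition above the mean inhibition of all tested compounds plus 3 SD, cut at about 73% in these data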;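 note: 0% = DMSO wells and 100% = reporter-only cells lacking LRH-1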
ABHD5 PLIN5 PPI: inhibitors of human ABHD5-perilipin-5 interaction; Q00G26+Q8WTS1; actives 0.78% (n = 360,000); Split G. princeps luciferase complementation, luminescence, 4 h; inhibition, % at 4 µM;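 active = inhibition above the mean inhibition across every tested compound plus 3 SD, cut at about 22% in these data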;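 note: 0% = DMSO only wells and the 100% control is not disclosed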
MC4R barr agon: agonists of human melanocortin 4 receptor (MC4R) beta-arrestin; P32245; actives 0.98% (n = 360,000); activation, % at 8.9 µM; AID 540308; U2OS MC4R beta-arrestin complementation, luminescence; percent of melanotan II response, DMSO zero;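 active = activation above a per-plate cutoff, the mean activation of sample wells on that plate plus 3 SD, cut at about 8% in these data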
Active calls of the source: *; . = not tested or not shown.

Abbreviations – A = MC4R antag cAMP; B = NOD2 RIPK2 PPI; C = LMP1 NFkB inh; D = SRC2 inh; E = NR2F2 inh; F = SRC1 inh; G = SRC3 inh; H = TLR9-MyD88 inh; I = LRH-1 inv ag; J = ABHD5 PLIN5 PPI; K = MC4R barr agon
Cc1cccc(C(C)Nc2ccc([N+](=O)[O-])cn2)c1 (stereo not given)
  A: -2.4; B: -3.8; C: 3.6; D: -16.8; E: -17.9; F: 6.5; G: -5.3; H: -6.5; I: 6.2; J: 3.1; K: -1.7
COC(=O)[C@@]1(C)[C@H]2C(=O)N(C)C(=O)[C@H]2[C@H]2CN=C(SCc3ccc(Cl)cc3)N21
  A: 7.9; B: -4.7; C: -1.5; D: -14.2; E: -11.4; F: 2.8; G: -14.5; H: -0.6; I: 20.6; J: 1.4; K: 0.0
Cc1ccccc1-c1nnc2c3ccccc3c(C)nn12
  A: -47.5; B: -4.1; C: 3.8; D: 3.8; E: -8.8; F: -5.4; G: 3.0; H: 3.8; I: -6.5; J: 0.2; K: -1.5
O=C(CN1CCCCC1)NCCNC(=O)CN1CCCCC1
  A: 8.4; B: 0.9; C: 4.5; D: -23.7; E: -7.6; F: 3.8; G: 11.5; H: -1.4; I: -28.4; J: 3.6; K: -2.9
COc1cc(S(=O)(=O)NCCCn2ccnc2)ccc1F
  A: 1.5; B: -9.0; C: 4.1; D: -25.1; E: 13.3; F: 5.9; G: 8.0; H: -8.4; I: 19.2; J: 5.1; K: 1.8
Cc1cnn(CCC(=O)NNC(=S)Nc2ccc(F)cc2)c1
  A: -2.7; B: -6.0; C: -1.9; D: -39.6; E: -11.6; F: 0.5; G: 17.6; H: -4.7; I: -9.7; J: -4.6; K: -1.9
COc1ccccc1CN1CCN(Cc2nc(-c3ccc(C)cc3)oc2C)CC1
  A: -0.4; B: 0.9; C: 7.9; D: 10.7; E: -2.4; F: 7.5; G: 6.2; H: -8.9; I: -20.4; J: 3.9; K: 0.0
CCOC(=O)C1=C(c2ccccc2)NC(=O)NC1c1ccc(OC)cc1 (stereo not given)
  A: 19.4; B: -3.1; C: 0.4; D: -4.8; E: 12.0; F: -21.4; G: -5.1; H: -4.5; I: -7.5; J: 7.0; K: -2.2
CCOC(=O)c1c(NC(=O)CSc2nnc(-c3ccncc3)n2Cc2ccco2)sc(C(C)=O)c1C
  A: 16.0; B: -9.9; C: 2.6; D: 14.1; E: -5.5; F: 4.2; G: -29.1; H: -6.8; I: -7.5; J: 1.7; K: -0.9
CC(=O)NC(=S)Nc1cccc2c(C)cc(C)nc12
  A: 1.2; B: -7.7; C: 7.0; D: -6.2; E: -8.9; F: 2.9; G: -7.8; H: 7.2; I: 0.0; J: 2.5; K: 5.0
NS(=O)(=O)c1ccc(NC(=O)Cn2ncc3c2-c2ccccc2OC3)cc1
  A: -5.1; B: -2.5; C: -3.3; D: 12.6; E: -9.1; F: 1.1; G: 13.7; H: -7.5; I: 16.9; J: 3.5; K: 1.4
O=c1nc2s/c(=C\c3ccc(-c4ccccc4[N+](=O)[O-])o3)c(=O)n2nc1-c1ccccc1
  A: -4.6; B: -2.6; C: -1.8; D: -3.9; E: -2.6; F: -4.1; G: -3.6; H: 2.3; I: 9.4; J: -6.1; K: -1.3
Cc1ccc(C(=O)Nc2ccc(S(=O)(=O)N3CCCC3)cc2)o1
  A: 4.5; B: -12.4; C: -1.5; D: 20.0; E: 10.7; F: 8.5; G: 3.5; H: -19.3; I: 12.8; J: 0.7; K: -2.7
COc1ccc(NC(=O)c2cccc(S(=O)(=O)N3CCc4ccccc43)c2)c(OC)c1
  A: 1.9; B: -9.3; C: -8.1; D: -28.2; E: -4.4; F: 7.2; G: -3.5; H: -16.8; I: -3.3; J: 7.0; K: 2.9
CSc1ccc(CCNC(=O)c2cc(C)nn2-c2ccccc2)cc1
  A: 21.7; B: -1.4; C: 4.2; D: -13.0; E: 18.6; F: 17.7; G: 9.9; H: -2.5; I: 17.4; J: -0.1; K: 2.4
COc1ccc(NC(=O)CCc2c(C)nc3nc(CNC(=O)c4cccc(F)c4)nn3c2C)cc1OC
  A: -6.6; B: -11.5; C: 4.2; D: -11.3; E: 1.7; F: 3.0; G: -1.9; H: -2.9; I: 11.1; J: 0.3; K: -1.3
NNC(=O)C(=O)/C=C1\NC2(CCCC2)Cc2ccccc21
  A: 15.8; B: -2.1; C: .; D: 15.2; E: 9.2; F: -18.5; G: -21.3; H: .; I: -3.3; J: 7.2; K: 0.4
O=C(COC(=O)c1ccccc1Nc1ccccc1)NCc1ccccc1
  A: -3.8; B: -0.9; C: -0.9; D: -8.1; E: 7.7; F: 11.6; G: -9.8; H: 9.5; I: 18.4; J: -0.4; K: 25.3*
O=C(O)CCC(=O)NNC(=O)c1cccc(Br)c1
  A: 6.9; B: -4.9; C: -4.7; D: -25.6; E: -7.7; F: 10.1; G: 10.1; H: -0.1; I: 9.5; J: 3.1; K: -0.7
COCC1CCCCN1C(=O)c1ccc2oc(CCc3ccccc3)nc2c1 (stereo not given)
  A: 2.9; B: -5.9; C: -6.0; D: -18.9; E: -11.1; F: -34.0; G: -32.7; H: 5.6; I: -40.7; J: 5.5; K: 1.7
COC(=O)[C@H](C)NC(=O)Nc1cc(Cl)ccc1C
  A: 2.1; B: -0.1; C: 6.0; D: -36.1; E: -9.6; F: -2.1; G: 18.6; H: 5.2; I: 26.1; J: 3.6; K: 0.7
N#Cc1c(NC(=O)C2C3C=CC(C3)C2C(=O)O)sc2c1CCCCC2 (stereo not given)
  A: 18.0; B: 8.6; C: -3.0; D: 29.4; E: -16.4; F: -18.0; G: -22.7; H: 1.8; I: 4.5; J: -4.3; K: -2.2
Cc1cc(Nc2nnnn2-c2ccccc2)n(-c2ccccc2)n1
  A: -0.9; B: -10.0; C: -2.3; D: 8.2; E: 3.5; F: -13.2; G: 2.3; H: 6.6; I: 5.9; J: 0.4; K: -0.2
O=C(OCc1nc2ccsc2c(=O)[nH]1)c1cc(Br)c(Br)s1
  A: 15.9; B: 2.4; C: 6.4; D: -24.1; E: 5.8; F: -39.8; G: -3.1; H: -2.8; I: -4.8; J: -2.6; K: -2.5
CC[N+](C)(CC)CCC(c1ccccc1)C1CCCCC1 (stereo not given)
  A: 11.2; B: -12.6; C: -3.3; D: 15.8; E: 8.2; F: -16.1; G: -0.2; H: -14.2; I: -15.7; J: -5.0; K: -0.3
Cc1csc(=O)n1CCC(=O)O
  A: -0.4; B: -7.4; C: -4.3; D: -5.5; E: -12.7; F: -3.3; G: 0.6; H: -1.9; I: 3.2; J: 4.4; K: 1.3
CCC(C)[C@H](NC(=O)N1CC(=O)Nc2ccccc21)C(=O)N[C@@H](Cc1c[nH]c2ccccc12)C(=O)O (stereo not given in full)
  A: 2.8; B: 2.0; C: -16.2; D: -6.4; E: -22.7; F: -4.0; G: 17.0; H: -1.5; I: 15.1; J: 0.0; K: -0.3
COc1ccccc1/C(C)=N/NC(=S)NCc1ccccc1
  A: 10.0; B: -5.5; C: -5.1; D: 12.8; E: 6.8; F: -7.5; G: -15.9; H: -3.2; I: -14.2; J: 0.6; K: -1.6
O=C(COC(=O)c1ccc2c(c1)OCCO2)Nc1cccc(S(=O)(=O)N2CCOCC2)c1
  A: 4.6; B: 6.7; C: -1.7; D: 2.9; E: 16.0; F: -10.6; G: 11.0; H: -1.1; I: 1.8; J: -2.8; K: -3.8
CCCC1NC(=O)c2cccnc2-n2c1nc1ccc(Cl)cc1c2=O (stereo not given)
  A: 1.7; B: 2.6; C: -0.2; D: 3.5; E: 20.2; F: 6.9; G: 16.7; H: -0.3; I: 10.2; J: 9.5; K: -2.1
CCOP(=O)(O)c1ccccc1OCCCCCOc1ccccc1P(=O)(O)OCC
  A: -1.3; B: -8.1; C: -3.9; D: -2.9; E: -4.5; F: -0.7; G: -12.4; H: -1.6; I: -1.4; J: -4.0; K: -0.9
NC(=O)c1ccc(=O)n(Cc2ccc(F)c(F)c2)c1
  A: 0.8; B: -5.8; C: -1.8; D: -11.4; E: 3.5; F: -8.4; G: -10.6; H: 4.5; I: -3.0; J: 14.1; K: 0.8
Cc1cccc(C)c1NC(=O)Nc1ccccc1-n1ccnc1
  A: 13.2; B: 0.5; C: 2.5; D: 12.1; E: 11.2; F: -24.5; G: 0.4; H: 4.6; I: -14.6; J: 1.3; K: -1.7
O=S(=O)(NC1CC1)c1ccc(S(=O)(=O)N2CCCc3ccccc32)cc1
  A: 2.4; B: 5.7; C: -6.3; D: 12.2; E: 9.8; F: -8.5; G: -14.9; H: -3.6; I: 35.5; J: -2.8; K: 0.3
CCOC(=O)c1ccc(N(C(=O)c2ccco2)C(C(=O)NC2CCCC2)c2ccncc2)cc1 (stereo not given)
  A: 1.6; B: -7.1; C: -2.7; D: 1.4; E: -7.1; F: -29.8; G: -17.0; H: -10.6; I: -21.2; J: -3.9; K: -1.0
O=C(Cc1ccc(Cl)cc1)Nc1ccc(S(=O)(=O)N2CCOCC2)cc1
  A: 6.5; B: -3.0; C: 2.2; D: 25.0; E: -10.6; F: -9.0; G: -4.5; H: 7.8; I: 15.9; J: -10.7; K: -0.8
c1ccc2nc3c(ccc4ccccc43)cc2c1
  A: -3.4; B: -10.4; C: -38.4; D: -50.4; E: -49.9; F: -68.7; G: -72.7; H: 3.6; I: -62.8; J: -10.9; K: -0.9
CCOc1ccc(C=NC23CN4CN(CN(C4)C2)C3)cc1
  A: 1.6; B: -4.8; C: 3.4; D: -13.8; E: 3.1; F: 7.1; G: 11.0; H: 0.6; I: -4.4; J: 4.2; K: 1.5
CCOC(=O)C1(CC2CCCCO2)CCN(Cc2cccnc2)CC1 (stereo not given)
  A: 1.7; B: 0.1; C: 5.8; D: -0.4; E: 12.5; F: -15.9; G: 6.2; H: -2.7; I: 8.3; J: 5.8; K: 2.8
Cc1ccc([C@H]2C[C@H](O)[C@@H](n3cc(C4CC4)nn3)CN2C(=O)C2CCCCC2)cc1
  A: 0.7; B: -6.7; C: -7.7; D: 10.5; E: -20.8; F: -5.5; G: 4.4; H: -11.6; I: 2.3; J: -12.0; K: 0.4

Given tab-delimited: entries from further up.
Molecule	MC4R antag cAMP	NOD2 RIPK2 PPI	LMP1 NFkB inh	SRC2 inh	NR2F2 inh	SRC1 inh	SRC3 inh	TLR9-MyD88 inh	LRH-1 inv ag	ABHD5 PLIN5 PPI	MC4R barr agon
c1ccc2nc3c(ccc4ccccc43)cc2c1	-3.4	-10.4	-38.4	-50.4	-49.9	-68.7	-72.7	3.6	-62.8	-10.9	-0.9
CCOc1ccc(C=NC23CN4CN(CN(C4)C2)C3)cc1	1.6	-4.8	3.4	-13.8	3.1	7.1	11.0	0.6	-4.4	4.2	1.5
CCOC(=O)C1(CC2CCCCO2)CCN(Cc2cccnc2)CC1 (stereo not given)	1.7	0.1	5.8	-0.4	12.5	-15.9	6.2	-2.7	8.3	5.8	2.8
Cc1ccc([C@H]2C[C@H](O)[C@@H](n3cc(C4CC4)nn3)CN2C(=O)C2CCCCC2)cc1	0.7	-6.7	-7.7	10.5	-20.8	-5.5	4.4	-11.6	2.3	-12.0	0.4

These rows are one share of the data (hit frequency here may not be typical).
